PfG6PD inh – PfG6PD (Plasmodium falciparum) enzyme inhibition. AID 504690. 0.78% of 350,000 active. PfGluPho enzyme, NADPH resazurin-diaphorase fluorescence. inhibition, % at 20 µM;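 active means inhibition reaching at least a set limit at 20 µM in the primary screen, cut at about 59% in these data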;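 further: 0% = DMSO wells with substrate and 100% = DMSO wells lacking glucose-6-phosphate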
HKDC1 inhibitor – inhibitors of human hexokinase HKDC1. Q2TB90. recombinant HKDC1, G6PDH/diaphorase resazurin coupled fluorescence. inhibition, % at 20 µM. 0.16% of 340,000 active. AID 493160;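 active means inhibition above about 35% when tested at 20 µM, limit read from the data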;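 further: plate controls were DMSO wells with enzyme for no effect and DMSO wells lacking enzyme for full effect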
Target sequence (Q2TB90 whole entry, looked up): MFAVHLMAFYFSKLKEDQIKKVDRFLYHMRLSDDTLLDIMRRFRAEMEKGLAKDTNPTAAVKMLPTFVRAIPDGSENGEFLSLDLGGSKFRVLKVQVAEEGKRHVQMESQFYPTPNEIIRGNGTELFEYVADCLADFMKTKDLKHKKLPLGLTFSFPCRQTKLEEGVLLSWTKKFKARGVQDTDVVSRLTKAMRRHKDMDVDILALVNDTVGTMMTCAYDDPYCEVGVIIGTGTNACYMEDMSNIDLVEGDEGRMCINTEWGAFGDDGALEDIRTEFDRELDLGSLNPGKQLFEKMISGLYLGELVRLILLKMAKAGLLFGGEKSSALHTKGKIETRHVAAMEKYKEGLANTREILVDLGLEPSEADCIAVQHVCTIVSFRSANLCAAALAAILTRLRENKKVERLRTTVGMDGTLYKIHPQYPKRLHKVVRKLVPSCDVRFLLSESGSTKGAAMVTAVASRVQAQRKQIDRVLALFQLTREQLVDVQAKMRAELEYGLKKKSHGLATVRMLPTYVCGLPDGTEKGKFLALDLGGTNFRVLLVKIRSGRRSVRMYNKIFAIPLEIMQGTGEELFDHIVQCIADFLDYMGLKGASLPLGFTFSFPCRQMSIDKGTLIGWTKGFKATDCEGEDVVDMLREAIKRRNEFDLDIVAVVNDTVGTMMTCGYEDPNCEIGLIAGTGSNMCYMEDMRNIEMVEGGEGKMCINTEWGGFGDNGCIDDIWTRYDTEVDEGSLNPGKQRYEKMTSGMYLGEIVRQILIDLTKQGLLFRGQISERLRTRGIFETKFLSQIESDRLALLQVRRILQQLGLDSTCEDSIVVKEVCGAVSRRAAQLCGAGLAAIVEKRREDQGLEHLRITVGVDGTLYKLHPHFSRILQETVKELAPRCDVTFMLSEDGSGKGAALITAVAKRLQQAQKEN
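Material: recombinant HKDC1 hexokinase; Amount: HKDC1 at 5 µg/mL; Medium: Tris pH 8.0 buffer with MgCl2, Tween-20, BSA, BME; Schedule: 90 min reaction incubation at room temperature, dark; Technique: coupled resazurin fluorescence, excitation 525 nm, emission 613 nm.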
ATG4B inhibitor – inhibitors of human ATG4B cysteine protease; ATG4B cleavage of LC3-PLA2, NBD-HPC fluorescence, 1 h; Q9Y4P1; inhibition, % at 8.33 µM; 0.51% of 340,000 active; in the data active means inhibition above about 40%
The depositor's hits bear a star. Not all compounds are listed, so the mix of outcomes need not match the whole.

Every second line gives: PfG6PD inh, HKDC1 inhibitor, ATG4B inhibitor
COCCNCC(=O)Nc1nc(C)cs1
→ 0, 4, -2
COC(=O)c1ccc(COc2ccccc2/C=N/Nc2cccc(C(=O)O)c2)cc1
→ -15, -2, 16
COc1ccc(-c2cn3nc4c(nc3n2)CCCC4)cc1
→ 10, 8, -12
Cc1cccc(NC(=O)/C(C#N)=C/c2cn(CC(=O)NCc3ccco3)c3ccccc23)c1
→ -8, -9, -7
CCOC(=O)C(Cc1ccc(O)cc1)Nc1nc2ccccc2o1 (stereo not given)
→ -9, -3, -5
CCOC(=O)c1c(SCCN2CCCC2)n(-c2ccccc2)c(=S)n(-c2ccccc2)c1=O
→ 8, -6, 6
CC(=O)Nc1ccc(CCNC(=O)c2ccc3ccccc3c2O)cc1
→ -30, 7, -1
Cc1c(C(=O)O)sc(S(=O)(=O)N2CCN(C(=O)Cc3ccc(Cl)cc3)CC2)c1C(=O)O
→ -15, -4, 2
COc1cc(C(=O)Oc2ccccc2OC(=O)c2cc(OC)c(OC)c(OC)c2)cc(OC)c1OC
→ 8, 1, -4
COc1cc2c(Cc3ccccc3)cncc2cc1O
→ 26, 11, -13
N#CC1(Nc2ccc(S(N)(=O)=O)cc2)CCCC1
→ -6, -1, 11
CSc1nc(N)nc2c1ncn2C1OC(CO)CC1O (stereo not given)
→ 15, -2, -3
C#CCOCCOCCOCCNc1nc(N2CCN(C(=O)Cn3cc(CCCCN)nn3)CC2)nc(N2CCN(C(=O)[C@H](Cc3ccc(O)cc3)n3cc(CCO)nn3)CC2)n1
→ 15, -5, -5
Cc1c(-c2ccccc2)c(-c2ccc(OCCN(C)C)cc2)n2ccccc12
→ 4, 5, -1
Cc1nn(C)c(C)c1NC(=O)CSc1nc(-c2ccccc2F)nc2c1cnn2-c1ccccc1
→ -7, 9, -12
COc1cc(CC2C(=O)OCC2C(=O)c2ccc3c(c2)OCO3)cc(OC)c1OC (stereo not given)
→ 11, -6, -5
COc1ccc(-c2csc(NC(=O)Cc3cccc4ccccc34)c2C(=O)O)cc1
→ 2, 1, 10
CCN1C/C(=C/c2ccc(N3CCOCC3)cc2)C(=O)/C(=C/c2ccc(N3CCOCC3)cc2)C1
→ 9, 2, -12
COc1ccc(S(=O)(=O)N2CCOCC2)cc1C(=O)Nc1ccc(N2CCCCCC2)cc1
→ 34, 2, -7
CC(=O)c1cccc(NC(=S)NC(=O)c2cccc(C)c2)c1
→ 19, 19, 2

Full records, looked up by structure. Order of values: PfG6PD inh, HKDC1 inhibitor, ATG4B inhibitor
COCCNCC(=O)Nc1nc(C)cs1 reads 0, 4, -2
COc1ccc(-c2cn3nc4c(nc3n2)CCCC4)cc1 reads 10, 8, -12
CCOC(=O)c1c(SCCN2CCCC2)n(-c2ccccc2)c(=S)n(-c2ccccc2)c1=O reads 8, -6, 6
CSc1nc(N)nc2c1ncn2C1OC(CO)CC1O (stereo not given) reads 15, -2, -3
COc1cc(CC2C(=O)OCC2C(=O)c2ccc3c(c2)OCO3)cc(OC)c1OC (stereo not given) reads 11, -6, -5

Following part.
Every second line gives: PfG6PD inh, HKDC1 inhibitor, ATG4B inhibitor
CCOC(=O)c1ccccc1NC(=O)c1cncc(Br)c1
→ 4, -3, -8
O=[N+]([O-])c1cc(C=NN2CCCCCC2)ccc1Cl
→ 12, -3, 0
COc1cc(OC)c(N(C)S(=O)(=O)c2cccc(C(=O)OCC(=O)N(C)Cc3ccccc3)c2)cc1Cl
→ 8, 2, -4
C=CCN1CCN(C(c2ccc(OC)c(OC)c2)c2nnnn2C(C)(C)C)CC1 (stereo not given)
→ 10, -1, -7
Cc1cc(=O)[nH]c(NC(=O)Cc2ccccc2)n1
→ 7, -3, 5
CN(C(=O)c1cccc(NC(=O)Cc2ccc(NC(=O)C3CCCN(C(=O)C4CCCCC4)C3)cc2)c1)C1CC1 (stereo not given)
→ 5, -1, -2
COC(=O)C1CC(C(=O)OC)C2C(C(=O)OC)CC(C(=O)OC)C12 (stereo not given)
→ -4, -5, 1
CCCc1cc(=O)oc2c(C)c(OCC(=O)c3ccc(N4CCCC4)cc3)ccc12
→ -18, 6, -4
O=C(CN1CCCCCC1)Nc1nc2ccccc2s1
→ 9, -2, -5
CN(C)c1ccc(/C=C(\Cl)c2nc3ccccc3s2)cc1
→ 14, 1, -4
Cc1cccc(-c2cc(N)n(-c3ccccc3)n2)c1
→ 7, 3, 0
O=C(/C=C/c1ccccc1)CCN1CCCCC1
→ 7, 3, 1
Cc1cc2ncn(/N=C/c3ccc([N+](=O)[O-])s3)c2cc1C
→ 1, -2, -2
O=C(NCCCN1CCCC1=O)c1cc(S(=O)(=O)N2CCN(c3ccccc3)CC2)ccc1Cl
→ 6, 0, -10
O=C(Nc1nccs1)c1cc(-c2ccco2)nc2ccccc12
→ 12, -1, 3
CCOc1ccccc1C=NNC(=O)C(=O)NN=Cc1ccccc1OCC
→ -12, -9, 6
O=c1ccn(Cc2ccccc2)c(SCc2ccccc2)n1
→ -5, -3, -4
CC(C)(C)OC(=O)C(C1NC(C(=O)O)C(C)(C)S1)N1C(=O)c2ccccc2C1=O (stereo not given)
→ -20, -4, -3
O=c1ccn([C@@H]2O[C@H](CNS(=O)(=O)c3csc(-c4ccno4)c3)[C@@H](O)[C@H]2O)c(=O)[nH]1
→ -4, -2, -6
CCOC(=O)c1ccc[n+]([O-])c1
→ -9, -4, -5
COc1ccc(C2=NC(=O)/C(=C\c3cc(OC)c(OC)c(OC)c3)O2)cc1
→ -20, -1, 10
COc1ccccc1C1(CCNS(=O)(=O)c2ccc(C)cc2)CCOC(C(C)C)C1 (stereo not given)
→ 20, 1, 1
Cc1cccc(NC(=O)CN2CCN(C(=O)CN3C(=O)NC4(CCCCC4C)C3=O)CC2)c1C (stereo not given)
→ 1, -6, 1
Cc1cccc(C=CC(=O)c2ccccc2)c1
→ 16, 7, -11
Cc1ccc(C(=O)N2CCC3CC2c2cc(-c4ccc5c(c4)OCO5)ccc23)cc1 (stereo not given)
→ 9, 3, 7
CON=C(C(=O)NC1C(=O)N2C(C(=O)O)=C(CSc3nc(=O)c(=O)[nH]n3C)CSC12)c1csc(N)n1 (stereo not given)
→ 24, -3, 1
Cc1ccc(S(=O)(=O)N2CCN(C(=O)c3cc(S(=O)(=O)N4CCOCC4)c(Cl)cc3Cl)CC2)cc1
→ -2, 2, -10
CCN1C[C@@H]2[C@@H]3C(=O)N(Cc4ccccc4)C(=O)[C@@H]3[C@](CC)(C1=O)N2C(=O)c1ccc(F)cc1
→ 1, -1, -5
CCC(=O)OCCNc1cc(Sc2nc3ccccc3[nH]2)c2nonc2c1[N+](=O)[O-]
→ 51, 8, 3
O=C(CNc1ccc2ccccc2c1)N/N=C/c1cc2ccccc2nc1Cl
→ 31, 13, 1
CCC(=NOCc1ccccc1)C(=O)NNS(=O)(=O)c1ccc(C)cc1
→ 20, -5, -4
O=[N+]([O-])c1cccc(C=NNc2ccccc2)c1
→ 33, -3, 8
COc1ccc(Cc2ccccc2C(=O)O)cc1
→ -17, -1, 0
O=C(O)C(SC(C(=O)O)c1ccccc1)c1ccccc1 (stereo not given)
→ 13, 0, -1
CC(NC(=O)CN1C(=O)NC2(CCCCC2)C1=O)c1ccc(S(N)(=O)=O)cc1 (stereo not given)
→ 4, 1, -1
O=C1N[C@@H](c2ccccc2)COC(=O)[C@H](Cc2ccc(F)cc2)C/C=C\C[C@H]1CC(=O)N(CCO)Cc1ccccc1
→ -3, -5, -12
Oc1cccc(/C=N/NC(=S)Nc2cccnc2)c1O
→ 19, -1, 7
C=CCCC1CN(CCCC)S(=O)(=O)c2c(F)cccc2O1 (stereo not given)
→ 9, 1, -3
O=C(c1ccccc1)C(O)(CN1CCCCC1)c1ccccc1 (stereo not given)
→ -19, -7, 3
CCOC(=O)c1ccc2nc(NC(C)=O)sc2c1
→ 3, -6, -4
C=C(C)C(=O)Nc1nnc(-c2ccccc2C)s1
→ 1, 3, -6
COc1cccc(/C=N/NC(=O)C(=O)N/N=C/c2cccc(OC)c2O)c1O
→ -16, -23, 12
Cc1ccc(C)c(N2CCN(c3ncnc4c3cnn4-c3ccccc3)CC2)c1
→ -1, 0, 2
Cc1c(CCCl)c(Cl)n2c(nc3ccccc32)c1C#N
→ -61, 14, 2
Nc1ccc2c(c1)Cc1cc(N)c(Br)cc1-2
→ 38, -1, -5
CC(C)NC(=O)Nc1ccc2c(c1)C(=O)N([C@H](C)CO)C[C@H](C)[C@@H](CN(C)C(=O)NC(C)C)O2
→ 8, -2, -2
Cc1ccc(NC2=C(Cl)C(=O)c3ccccc3C2=O)cc1
→ -35, -29, 15
O=C(Sc1n[nH]c(=O)[nH]c1=O)c1ccccc1
→ 111*, 1, 3
CC(C)(C)S(=O)(=O)N1Cc2ccc(CO)cc2[C@@H]1CCO
→ 0, -7, 3
Cc1ccccc1N1CCN(c2ccccc2NC(=O)/C=C\C(=O)O)CC1
→ -1, -3, 9

(listing goes on)
Every second line gives: PfG6PD inh, HKDC1 inhibitor, ATG4B inhibitor
CC(C)(C)OC(=O)N(Cc1ccccc1)Cc1ccccc1OCc1cccc(NC(=O)C2CCC2)c1
→ 10, 1, 5
Cc1ccc2c(Cl)c(Cc3ccccc3)c(=S)[nH]c2n1
→ 22, 7, 1
CC(O)C1CCC2C3CCC4CC(O)CCC4(C)C3C(=O)CC12C (stereo not given)
→ -19, 7, -8
CN(C(=O)c1cccc(NC(=O)Cc2ccc(NC(=O)C3CCN(C(=O)C4CC4)CC3)cc2)c1)C1CCCC1
→ -2, -3, -7
O=C(CSCC(=O)NN=Cc1ccccc1O)NN=Cc1ccccc1O
→ -15, -25, -4
O=C(N/N=C/c1ccc(Cl)c([N+](=O)[O-])c1)c1ccc2c(c1)OCCO2
→ -22, 19, -3
c1ccc(-c2csc3ncnc(N4CCc5ccccc5C4)c23)cc1
→ -2, -5, 12
CC(C)c1ccc2c(c1)CCC1C(C)(CN)CCCC21C (stereo not given)
→ 12, 1, 9
Cc1ccc2c(c1)[C@H]1[C@H](CO2)[C@H](c2ccccc2)[C@]2(C)C(=O)Nc3ccc(F)cc3C(=O)N12
→ -5, 1, -4
O=C(C=Cc1ccco1)c1ccco1
→ 31, 2, -2
Cc1ccc(S(=O)(=O)n2c3ccc(Cl)cc3c3nc(C)sc32)cc1
→ 24, -6, -14
O=C1NC(=O)C(Cc2ccc(O)cc2)N1 (stereo not given)
→ -2, -4, -12
O=C1CSCc2nc3ccccc3n21
→ -2, 1, 5
Cc1cc(NC(=O)c2cc([N+](=O)[O-])cc([N+](=O)[O-])c2)n(-c2ccccc2)n1
→ 8, 5, 10
O=[N+]([O-])c1ccc(N/N=C/c2ccc[nH]2)cc1
→ 81*, -4, 10
COc1cccc(/C=C2/CCC(CN(C)C)C2=O)c1 (stereo not given)
→ 70*, 17, -9
Oc1c(CN2CCOCC2)cc(CN2CCOCC2)c(O)c1O
→ 82*, -6, 1
Cc1ccc(S(=O)(=O)Oc2ccccc2-c2ccccc2)cc1
→ 44, 3, 24
S=c1[nH]nc(CSCc2ccccc2Cl)n1C1CCCCC1
→ -3, 0, 55*
CC(=O)Oc1ccc2ccc3ccc(C(C)=O)cc3c2c1
→ 11, -2, -6
CCN(C(=O)COC(=O)/C=C/c1ccc(Cl)c(Cl)c1)c1c(N)n(Cc2ccccc2)c(=O)[nH]c1=O
→ -10, -8, 6
Cc1ccc(NC(=O)c2ncn(CCCN[C@H](C)c3cccc4ccccc34)n2)cc1C
→ 8, -2, -22
CC(=O)c1ccc(OCCCC(=O)OCC(=O)N2CCN(S(=O)(=O)c3ccc(C)cc3C)CC2)cc1
→ -3, -1, -36
COc1ccc(CNc2cccnc2)c(OC)c1OC
→ 2, -2, 8
O=C(Nc1ccc([N+](=O)[O-])cc1NC(=O)c1ccccc1)c1ccccc1
→ 4, -1, -7
COc1ccc(N2CCN(C(=O)C(Cc3ccccc3)NC(=O)c3ccccc3)CC2)cc1 (stereo not given)
→ 15, 2, -5
C[C@H]1CN(S(=O)(=O)C(C)(C)C)[C@H](CCO)/C1=C\c1ccccc1
→ -4, 0, 1
O=C(CN1CCN(Cc2cccc(C(F)(F)F)c2)CC1)NCC(=O)Nc1ccc(F)c(F)c1F
→ 6, 2, -11
CC1=CC(C)(C)NC(=S)N1c1ccc(Cl)cc1
→ -13, 0, 1
O=C(O)C1=CCCc2ccc(F)cc21
→ -2, 1, -2
C/C(Nc1ccc(Cl)cc1)=C1/CCOC1=O
→ -8, -4, 5
O=C(CN1C(=O)C2CCc3[nH]c4ccccc4c3C2C1=O)N1CCCC1 (stereo not given)
→ 9, -5, 5
COc1ccc(O)c(C=Nc2cc(NC(C)=O)c(Cl)cc2Cl)c1
→ 6, -8, 12
Cc1cc(C)c2c3c(c(-c4ccccc4)n2n1)c(=O)n(C)c(=O)n3C
→ -9, -7, -5
NC(=S)NN=C1CCCC(C(F)(F)F)C1 (stereo not given)
→ 4, -5, -1
CCCCCCCn1c2c(c(=N)c3c1CCC3)CCCC2
→ 21, -16, 3
Cc1ccc(NC(=O)CN2C(=O)N/C(=C/c3cc(C)n(-c4cccc(C(=O)O)c4)c3C)C2=O)cc1
→ -11, 0, 7
CC(=O)Nc1cccc2ccc(O)cc12
→ 9, 17, 1
Cc1c(NS(=O)(=O)c2cc(C(=O)Nc3ccc(F)cc3Cl)ccc2Cl)c(=O)n(-c2ccccc2)n1C
→ 10, 7, -16
